Keap1-Nrf2 PPI = Keap1-Nrf2 protein-protein interaction inhibitors, primary screen, biochemical, fluorescence polarization, single point; inhibition, % at 9.4 µM; Keap1 Kelch-Nrf2 peptide fluorescence polarization, 1536-well; hit rate 0.15% among 340,000; Kelch-like ECH-associated protein 1 (Homo sapiens), Q14145; in the data active = inhibition above about 12%;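 also: human Keap1 Kelch domain with fluorescein labeled Nrf2 9mer peptide probe; 0% = neutral control wells and 100% = peptide positive control; higher means more block of Keap1 binding to Nrf2 peptide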
Target sequence (Q14145 whole entry, looked up, the tested form may be a part): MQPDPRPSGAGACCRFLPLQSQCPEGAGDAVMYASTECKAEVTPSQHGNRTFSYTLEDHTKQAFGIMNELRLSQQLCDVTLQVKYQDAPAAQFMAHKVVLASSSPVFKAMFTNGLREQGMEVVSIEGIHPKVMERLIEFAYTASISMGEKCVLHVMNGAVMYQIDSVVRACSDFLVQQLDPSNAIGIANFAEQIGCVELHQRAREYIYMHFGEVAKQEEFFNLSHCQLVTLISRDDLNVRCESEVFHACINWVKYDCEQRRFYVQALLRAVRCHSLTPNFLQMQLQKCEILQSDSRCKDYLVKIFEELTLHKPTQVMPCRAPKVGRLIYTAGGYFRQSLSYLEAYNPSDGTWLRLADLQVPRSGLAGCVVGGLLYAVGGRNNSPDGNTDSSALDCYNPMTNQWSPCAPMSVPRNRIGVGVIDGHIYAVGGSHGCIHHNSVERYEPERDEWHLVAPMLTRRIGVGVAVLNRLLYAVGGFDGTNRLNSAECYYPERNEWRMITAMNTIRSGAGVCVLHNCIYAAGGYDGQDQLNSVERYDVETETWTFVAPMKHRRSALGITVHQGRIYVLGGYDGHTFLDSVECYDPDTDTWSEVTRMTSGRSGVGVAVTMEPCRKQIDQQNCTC
Rtt109 Vps75 = inhibitors of C. albicans Rtt109/Vps75 HAT, primary screen, biochemical, ThioGlo CoA-SH fluorescence, plate reader. Histone acetyltransferase RTT109 (Candida albicans (strain SC5314 / ATCC MYA-2876)), …. purified Rtt109/Vps75, 4 h. inhibition, % at 34.9 µM. hit rate 0.16% among 330,000;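 active = inhibition of at least 50% in every replicate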
Target sequence (Q5AAJ8 whole entry, looked up): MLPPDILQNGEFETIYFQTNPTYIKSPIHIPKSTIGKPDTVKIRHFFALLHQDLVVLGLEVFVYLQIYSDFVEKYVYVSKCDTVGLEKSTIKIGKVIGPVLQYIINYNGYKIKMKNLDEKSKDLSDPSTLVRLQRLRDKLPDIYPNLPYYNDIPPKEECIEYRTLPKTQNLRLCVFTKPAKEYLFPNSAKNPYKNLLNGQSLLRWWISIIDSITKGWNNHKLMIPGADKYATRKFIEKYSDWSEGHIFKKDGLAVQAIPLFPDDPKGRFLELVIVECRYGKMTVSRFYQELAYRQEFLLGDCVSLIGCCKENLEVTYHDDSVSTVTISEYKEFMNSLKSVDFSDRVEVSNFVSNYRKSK
DAGLB inhibitor = DAGLB lipase inhibitors, primary screen, biochemical, fluorescence, HTS | Diacylglycerol lipase-beta (Homo sapiens), Q8NCG7 | HEK293T DAGLB membrane lysate, EnzChek fluorogenic substrate | inhibition, % at 5.17 µM | hit rate 0.059% among 340,000; in the data active = inhibition above about 34%;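 also: 0% = enzyme with vehicle and 100% = wells lacking enzyme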
RTF Ca sens act = cardiac RTF calcium sensitivity activators, primary screen, biochemical, IANBD-TnC fluorescence, EC20 calcium; Troponin I, cardiac muscle (Homo sapiens) + Troponin T, cardiac muscle (Homo sapiens) + …; AID 493008, 2010; IANBD-labeled TnC RTF fluorescence at EC20 calcium; 0% EC20 calcium, 100% full calcium; hit rate 0.24% among 340,000; activation, % at 7.2 µM;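 active = activation above the mean over all tested compounds plus 3 SD, cut at about 30% in these data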;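 also: rise in fluorescence read as greater calcium sensitivity of cardiac thin filaments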
Cardiac RTF inh = cardiac RTF calcium sensitivity inhibitors, primary screen, biochemical, IANBD-TnC fluorescence, EC70 calcium; Troponin I, cardiac muscle (Homo sapiens) + Troponin T, cardiac muscle (Homo sapiens) + …; IANBD-labeled cardiac RTF, Ca2+ fluorescence; inhibition, % at 7.15 µM; hit rate 0.12% among 340,000; AID 493244, 2011;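 active = inhibition above the mean inhibition of all tested compounds plus 3 SD, cut at about 17% in these data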;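 also: assay run at fixed EC70 calcium of 1.6 mM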
CAL PDZ FP-1 = CAL PDZ peptide-binding inhibitors, primary screen, biochemical, fluorescence polarization, Cer-tagged CAL PDZ, HTS. purified CAL PDZ, TMR-peptide fluorescence polarization, 1 h. inhibition, % at 20 µM. hit rate 0.02% among 330,000. AID 504414, 2011;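 active = highest replicate inhibition of at least 40%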;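 also: plate controls were DMSO neutral control wells for no effect and unlabeled competitor peptide control wells for full effect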
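Assay system – tagged CAL PDZ protein CerCALP, purified · Timing – 1 h at RT · Compound – single point, 20 µM · Measured by – fluorescence polarization from S- and P-plane intensities, G-factor corrected · Evaluation – inhibition from polarization loss · Probe or stimulus – TMR reporter peptide T*-PRC34 · Buffer or medium – pH 7.4 phosphate-saline buffer, reducing agent, detergent, IgG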
C-LANA FP = inhibitors of KSHV C-LANA binding to DNA, primary screen, biochemical, fluorescence polarization, FAM-LBS DNA, MBP-C-LANA, single point; Kaposi's sarcoma herpesvirus LANA C-terminal domain (residues 932-1162) DNA binding; inhibition, % at 9 µM; hit rate 0.078% among 340,000; AID 504423, 2011;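 active = highest replicate inhibition at or above 60% at 9 µM, even if other replicates fall short; inactive = all replicates below 60% inhibition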;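 also: 0% = neutral control wells and 100% = 4 µM acridine orange control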
CAL PDZ FP-2 = untagged CAL PDZ binding inhibitors, primary screen, biochemical, fluorescence polarization, HTS. Golgi-associated PDZ and coiled-coil motif-containing protein (Homo sapiens), Q9HD26. purified CAL PDZ, TMR-peptide fluorescence polarization, 1 h. inhibition, % at 24.9 µM. hit rate 0.92% among 300,000. AID 602252, 2012;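 active = mean inhibition of at least 30% with at least half of replicates also reaching 30%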;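 also: 0% = DMSO neutral control and 100% = excess unlabeled competitor peptide PRC23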
SR-BI uptake up = activators of SR-BI mediated DiI-HDL uptake, primary screen, ldlA[mSR-BI] CHO cells, DiI fluorescence | 3 h; 100 = double the neutral-control signal | hit rate 0.096% among 320,000 | activation, % at 12.5 µM | AID 504775, 2011;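 active = mean replicate activation of at least 60% and every replicate at or above 60%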;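 also: 0% = median plate neutral-control signal and 100% = twice that signal; values of inactives mirror those of a sister screen read the other way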
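Test system: SR-BI-overexpressing, LDLR-lacking CHO cells; Also added: labelled HDL, 10 µg/mL; Measured by: bottom-read cell fluorescence after medium removal, ex 550/em 595 nm; Timing: 3 h uptake period with compound, 37 °C; Buffer or medium: F12, 0.5% BSA, 25 mM HEPES; Doses: single compound concentration, delivered by pin transfer.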
PKA-R2B activ = activators of PKA-R2B holoenzyme, primary screen, biochemical, fluorescence polarization, Cy5-IP20, human; PKA-R2B holoenzyme dissociation; R2B truncated from residue 108, S112A mutant; 0% DMSO only, 100% 113 µM cGMP; activation, % at 11.4 µM; hit rate 0.079% among 340,000; AID 504700, 2011;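 active = activation above a cutoff set at the mean over all compounds plus 3 SD, cut at about 18% in these data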;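 also: higher means more holoenzyme dissociation and a rise in polarization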
An asterisk follows results filed as active; . = not tested or not shown; & = joins results of further samples.

The first four records, to show the layout:
SMILES | Keap1-Nrf2 PPI | Rtt109 Vps75 | DAGLB inhibitor | RTF Ca sens act | Cardiac RTF inh | CAL PDZ FP-1 | C-LANA FP | CAL PDZ FP-2 | SR-BI uptake up | PKA-R2B activ
Cc1ccc2c(c1)cc(CN(CCc1ccccc1)C(=O)N1CCOCC1)c1nnnn12 | 1 | -2 | -2 | 5 | 2 | -1.8 | -1.0 | -6 | -12 | 0
CCOC(=O)NC(=S)Nc1ccc(C(C)(C)C)cc1 | -2 | -1 | -4 | 1 | -4 | -0.4 | 0.1 | -4 | -16 | -3
Cn1c(=O)c(=O)n(C)c2cc(N3CCOCC3)c(NS(=O)(=O)c3ccc(Br)cc3)cc21 | 0 | 2 | 4 | 1 | -6 | -0.4 | 0.6 | -3 | 27 | 0
O=S(=O)(NCc1nc2ccccc2[nH]1)c1ccccc1 | 1 | -3 | -1 | -4 | 0 | 1.3 | 0.9 | -2 | 21 | -2

Main list, repeating the preview:
SMILES | Keap1-Nrf2 PPI | Rtt109 Vps75 | DAGLB inhibitor | RTF Ca sens act | Cardiac RTF inh | CAL PDZ FP-1 | C-LANA FP | CAL PDZ FP-2 | SR-BI uptake up | PKA-R2B activ
Cc1ccc2c(c1)cc(CN(CCc1ccccc1)C(=O)N1CCOCC1)c1nnnn12 | 1 | -2 | -2 | 5 | 2 | -1.8 | -1.0 | -6 | -12 | 0
CCOC(=O)NC(=S)Nc1ccc(C(C)(C)C)cc1 | -2 | -1 | -4 | 1 | -4 | -0.4 | 0.1 | -4 | -16 | -3
Cn1c(=O)c(=O)n(C)c2cc(N3CCOCC3)c(NS(=O)(=O)c3ccc(Br)cc3)cc21 | 0 | 2 | 4 | 1 | -6 | -0.4 | 0.6 | -3 | 27 | 0
O=S(=O)(NCc1nc2ccccc2[nH]1)c1ccccc1 | 1 | -3 | -1 | -4 | 0 | 1.3 | 0.9 | -2 | 21 | -2
Cc1cc(C(=O)COC(=O)c2n[nH]c3ccccc23)c(C)n1CC1CCCO1 (centres undefined) | 0 | 10 | -3 | -2 | 6 | -2.8 | 1.4 | -4 | -18 | -4
CCN(CC(=O)Nc1c(F)cccc1F)C(=O)c1cn2ccccc2n1 | -1 | 1 | -3 | -3 | 8 | -0.9 | -1.6 | 6 | 11 | -2
COc1cc(C2CC(=O)Oc3c(C(CCN4CCCC(C)C4)c4ccc(N(C)C)cc4)c(OC)cc(OC)c32)cc(OC)c1OC (centres undefined) | -7 | 22 | -1 | -6 | -4 | 0.1 | 1.8 | -5 | 10 | -1
Cc1nc(SCC(=O)N2CCc3ccccc3C2)c2c(C)c(C)sc2n1 | -2 | -10 | -2 | -1 | -9 | -2.0 | 0.4 | -3 | 24 | -14
Cc1cccc(-c2nc(CS(=O)CC(=O)NCCCSC3CCCCC3)c(C)o2)c1 (centres undefined) | 2 | 4 | -3 | -1 | -7 | -2.9 | -1.5 | . | -18 | 7
CCOC(=O)c1cc(C)sc1NC(=O)CSc1nccn1C | -1 | -2 | 2 | -2 | 5 | -0.2 | 1.0 | . | 7 | -2
COC(Cc1n[nH]c(=S)n1-c1ccccc1)OC | -6 | 6 | 2 | 0 | -7 | -1.3 | 1.6 | -1 | 23 | 2
CC(=O)Nc1cccc(NC(=O)c2ccccc2OCc2ccccc2)c1 | 2 | -11 | 2 | -8 | -32 | -4.6 | 1.5 | -4 | -66 | -2
N=C1CCCN1CC(=O)c1cccs1 | 1 | 7 | -1 | 1 | 0 | 0.5 | 0.2 | . | 6 | 0
CC(C)CN1C(=O)C(=O)N(CC(=O)Nc2cccc(Cl)c2Cl)C1=O | 1 | 3 | 0 | -5 | 7 | -0.1 | 0.2 | . | -1 | -6
Cc1csc(=Nc2c(C)n(C)n(-c3ccccc3)c2=O)n1Cc1ccccc1 | 2&-1 | -2&3 | -1&2 | -1&3 | -5&-6 | -0.5&0.6 | -0.6&4.5 | -7&0 | 4 | 0&4
CS(=O)(=O)c1ccc(NC(=O)CCN2C(=O)NC3(CCCC3)C2=O)cc1 | 6 | 0 | 0 | 1 | -8 | 1.1 | 2.3 | -4 | 20 | -8
COCCN(C(=O)CSc1nnc(-c2ccccc2F)n1N)c1c(N)n(Cc2ccccc2)c(=O)[nH]c1=O | -5 | -3 | -1 | 0 | 7 | -0.5 | -1.5 | . | . | 1
Cc1cc(C)c2c(CC(=O)NC(C)C)coc2c1 | -2 | 5 | 2 | 0 | -1 | -1.1 | 1.0 | -3 | 7 | 9
CN(C)S(=O)(=O)c1ccc(N2CCCC2)c(C(=O)Nc2cccc(F)c2)c1 | 5 | 15 | -2 | -9 | -4 | -3.3 | -1.9 | -2 | 16 | -14
O=C1CCCC(=NCc2ccco2)C1 | 6 | 5 | 0 | 3 | 3 | -0.9 | 2.1 | 0 | 2 | -4
CCn1cc(C2=NOC(C(=O)Nc3ccccc3C(=O)OC)C2)c(C)n1 (centres undefined) | -2 | -7 | -4 | 2 | -4 | . | -0.3 | -8 | -10 | -5
CCOC(=O)N1CCN(C(=O)CSc2nnc(Cc3cccn3C)n2CCc2ccccc2)CC1 | 0 | 2 | -3 | -4 | -8 | 0.3 | -0.8 | . | -43 | -13
CCCNC(=O)CN1C(=O)c2ccccc2Sc2ncccc21 | 1 | -4 | 0 | -6 | 2 | -0.5 | -2.2 | -4 | 9 | 5
CN(C)c1ccc(C2Nc3ccccc3C(=O)N2CCCN2CCOCC2)cc1 (centres undefined) | -3 | -3 | -1 | 6 | -3 | -1.4 | 0.0 | -2 | 11 | -9
COC(=O)c1c(C(=O)OC)c(-c2cccc(F)c2)n2c1CS(=O)C2 (centres undefined) | -5 | -2 | -1 | -2 | -6 | . | -1.5 | -5 | 16 | 0
O=C(CCCCCNC(=O)N1CCn2c1nc1ccccc12)NCc1ccc(F)cc1 | 5 | -1 | -2 | -3 | -1 | -2.0 | -1.1 | -4 | 1 | -5
COc1ccc(CNC(=O)CS(=O)CC(=O)O)cc1OC (centres undefined) | 1 | . | 1 | -8 | 0 | -1.9 | 15 | -1 | 16 | -5
C#CCOCCOCCOCCNc1nc(N2CCN(C(=O)[C@H]([C@@H](C)CC)n3cc(CCCN=C(N)N)nn3)CC2)nc(N2CCN(C(=O)[C@H](CCCCN)n3cc(CCC(=O)O)nn3)CC2)n1 | -4 | 13 | 1 | 9 | -5 | -0.3 | 0.7 | -3 | -3 | 5
O=c1c2cc(N3CCOCC3)ccc2[nH]c(=S)n1CCCN1CCCCCC1 | 1 | -94 | 2 | -1 | -1 | -0.5 | -0.3 | -3 | 27 | -1
CC(C)(C)NS(=O)(=O)c1ccc(NC(=O)C2CC(=O)N(CCc3ccc(F)cc3)C2)cc1 (centres undefined) | -2 | 9 | 0 | 0 | -22 | -2.9 | -2.0 | -2 | 4 | -9
Cc1ccc(NC(=O)COC(=O)c2ccn(C)n2)cc1 | 1 | . | 1 | -1 | -3 | -2.1 | 0.7 | -2 | -4 | -7
Cc1c(NC(=O)c2ccc(-c3ccc([N+](=O)[O-])cc3Cl)o2)c(=O)n(-c2ccccc2)n1C | -4 | 4 | 0 | 5 | 0 | -0.6 | -1.7 | -1 | -26 | -6
COc1cccc(-c2ccc(NC(=O)C3CCCN(Cc4cnn(C)c4)C3)cc2)c1 (centres undefined) | -2 | 2 | 3 | 0 | -12 | -3.9 | -1.0 | -7 | -17 | 0
COC(=O)COc1ccc(Oc2nc(SC)nc(N(C)C)n2)nn1 | 3 | -8 | 0 | 6 | -9 | . | 0.5 | -8 | -25 | 1
CCOC(=O)CN1C(=O)S/C(=C/c2ccc(OC)c([N+](=O)[O-])c2)C1=O | -8 | . | -1 | -5 | -12 | -2.4 | 1.6 | 0 | 21 | 1
COC(=O)Cc1cc(=O)n2[nH]c(C(F)(F)F)nc2n1 | -1 | 3 | 0 | 7 | 3 | . | 3.6 | -7 | 20 | -5
CCOc1ccc(NC(=O)CSc2ccc(-c3ccco3)nn2)cc1 | 3 | -5 | 0 | -4 | -4 | -0.6 | 0.3 | 9 | 16 | 1
O=S(=O)(CCN1CCSCC1)c1ccc(Cl)cc1 | -2 | -7 | 3 | -2 | -5 | 0.9 | -0.5 | -4 | 17 | -6
O=C(CCCN1Cc2ccccc2C1)c1ccc(F)cc1 | -1 | 0 | -1 | -1 | -8 | -1.1 | -1.0 | -2 | 24 | -5
O=C(Nc1ccc(N2CCOCC2)nc1N1CCOCC1)c1cccc(C(F)(F)F)c1 | -3 | 4 | 1 | -2 | -3 | -0.8 | -1.8 | 0 | -23 | 3
Cc1nc(SCC(=O)N(C)C2(C#N)CCCCC2)c2ccccc2n1 | -3 | 12 | -2 | 3 | -9 | -0.3 | -1.2 | 9 | -5 | -2
O=C(c1ccoc1)N1CCC2(CC1)Oc1ccc(Cl)cc1C(=O)C21CC(c2ccc(Cl)cc2)=NO1 (centres undefined) | -7 | -3 | -5 | -3 | 11 | -0.7 | -0.1 | -3 | -49 | 3
CCc1ccc(NC(=O)CN(C)S(=O)(=O)c2ccc3[nH]c(=O)oc3c2)cc1 | -7 | -2 | 1 | 2 | 3 | 1.2 | 0.5 | -2 | 9 | 2
COc1ccc(-n2c(=O)c3ccccc3n(CC(=O)NCc3ccco3)c2=O)cc1 | -4 | -1 | 0 | -4 | -11 | -2.7 | -0.7 | -1 | 12 | 0
COc1ccc(NC(=O)CS(=O)CC(=O)Nc2ccc(OC)c(OC)c2)cc1 (centres undefined) | -5 | 7 | 4 | -6 | 2 | -2.8 | -1.6 | 1 | -14 | -4
COc1ccc(NC(=S)Nc2ccc(F)cc2)cc1 | -5 | 1 | -2 | 4 | -5 | -2.3 | 0.4 | -1 | 6 | 6
S=C(Nc1ccccc1)Nc1ccc(Cl)cn1 | 0 | 10 | -3 | -1 | 16 | -0.2 | -0.9 | 4 | -3 | -12

Compound activity deposited in PubChem by several laboratories.
